High-throughput results (PubChem)
HSP90 inh – HSP90 refolding inhibition in rabbit reticulocyte lysate | luciferase refolding luminescence, 3 h | inhibition, % at 5.6 µM | AID 1789 | 290,000 compounds, 0.91% hits;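 active = inhibition above the screen-wide mean plus 3 SD, computed separately per campaign, cut at about 16% in these data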;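 also: 0% = DMSO wells and 100% = 60 µM geldanamycin wells; inhibitors lower the luminescence because luciferase stays unfolded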
aSyn 5UTR inh – MLPCN primary screen, SNCA 5' untranslated region | alpha-synuclein 5'UTR reporter, inhibitor activity | inhibition, % (tested at 7.5 µM) | 300,000 compounds, 0.82% hits; in the data active = inhibition above about 60%;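 also: H4 neuroglioblastoma cells stably carrying SNCA 5'UTR luciferase fusion; 0% = DMSO wells and 100% = positive control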
GSK3beta inhib – inhibitors of human GSK3beta kinase | P49841 | GST-GSK3beta kinase, ADP-Glo luminescence, 60 min; hits give low values | activity score (negative = inhibition), % at 10 µM | 300,000 compounds, 0.038% hits;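 active = more than half of replicate wells score below -50%, meaning over 50% inhibition versus plate controls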;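 also: 0% = median DMSO wells and -100% = median GW8510 positive control wells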
Target sequence (P49841 whole entry, looked up): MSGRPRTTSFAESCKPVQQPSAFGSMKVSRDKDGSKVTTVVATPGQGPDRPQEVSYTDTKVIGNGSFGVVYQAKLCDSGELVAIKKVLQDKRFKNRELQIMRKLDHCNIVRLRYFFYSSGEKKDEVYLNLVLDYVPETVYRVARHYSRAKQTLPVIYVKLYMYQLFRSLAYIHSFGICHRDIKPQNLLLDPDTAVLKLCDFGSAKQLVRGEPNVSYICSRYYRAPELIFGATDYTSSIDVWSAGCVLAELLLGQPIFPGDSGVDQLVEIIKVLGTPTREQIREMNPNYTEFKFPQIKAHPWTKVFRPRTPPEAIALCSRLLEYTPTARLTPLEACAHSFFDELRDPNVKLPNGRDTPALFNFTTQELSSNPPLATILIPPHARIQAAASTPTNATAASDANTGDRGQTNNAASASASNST
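Test system: GST-fused GSK3beta enzyme, cell-free | Quantity: 1.6 ng GST-GSK3beta enzyme per well | Reagent: 25 µM ATP with peptide substrate | Schedule: 60 min enzyme reaction, room temperature | Signal: Luminescent ADP-Glo measurement of ADP formed | Read-out basis: Score relative to plate controls | Control set: DMSO and 20 µM GW8510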
IEC-6 cytotox – kills IEC-6 intestinal cells in KLF5 counter-screen; IEC-6 cytotoxicity, luminescence viability; inhibition, % at 5 µM; 290,000 compounds, 0.78% hits; AID 1825; in the data active = inhibition above about 22%;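 also: 0% = plate median of test compound wells and 100% = cytotoxic reference compound wells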
HSF1 inhib – HSF1 inhibition. NIH3T3-HGL HSE-luciferase, MG132-induced, luminescence 8 h; hits give low values. activity change, negative = inhibition, % at 7.5 µM (by protocol). 300,000 compounds, 0.77% hits;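 active = more than half of replicate wells show activity change below -50%, luminescence cut by over half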;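 also: luciferase reports HSF-1 transcriptional activity via heat shock element; 0% = median of DMSO wells and -100% = zero luminescence signal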
Dyrk1A ADPGlo – blocks rat Dyrk1A kinase activity; Q63470; ADP-Glo luminescence, NFATc1 peptide; inhibition, % at 12.5 µM; 310,000 compounds, 0.43% hits; in the data active = inhibition above about 50%;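 also: plate controls were vehicle with enzyme for no effect and no enzyme for full effect; many of its hits are not listed in these tables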
HSF-1 act – increases HSF-1 driven luciferase reporter signal | 300,000 compounds, 1.7% hits | AID 504408 | activation, % at 9 µM | NIH3T3-HGL HSF-1 luciferase reporter, MG132, 8 h; 100% = twice DMSO control signal;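 active = mean replicate activation of at least 50% with a set share of replicates each reaching 50%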;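 also: 0% = median of the neutral control wells and 100% = twice that signal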
Platelet DG rel – platelet dense granule release activity. human platelet-rich plasma, SFLLRN dense granule ATP release, luminescence. inhibition, %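 (compounds screened at 7.5 µM in platelet-rich plasma)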. 300,000 compounds, 0.22% hits. AID 1663;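 active = mean replicate score, as percent of positive control, at or above 50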
KLF5 inhibitor – kruppel-like factor 5 inhibition. inhibition, % at 5 µM. 290,000 compounds, 0.23% hits. AID 1700. DLD-1 KLF5 promoter-luciferase reporter, luminescence;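 active = inhibition above a per-plate limit of that plate's mean compound inhibition plus 3 SD, cut at about 60% in these data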;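 also: 0% = DMSO wells and 100% = LY294002 at 200 µM; higher means less KLF5 promoter-driven luciferase light; inactives centre near -14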
GSK3 alpha inh – blocks human GSK-3 alpha kinase; ADP-Glo luminescence, 60 min; inhibition, % at 10 µM; 320,000 compounds, 0.1% hits; AID 2650;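 in the data active = inhibition above about 50%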;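 also: GST-tagged GSK-3 alpha with peptide substrate and 25 µM ATP; 0% = DMSO neutral wells and 100% = GW8510 positive control wells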
Target sequence (P49840 whole entry, looked up): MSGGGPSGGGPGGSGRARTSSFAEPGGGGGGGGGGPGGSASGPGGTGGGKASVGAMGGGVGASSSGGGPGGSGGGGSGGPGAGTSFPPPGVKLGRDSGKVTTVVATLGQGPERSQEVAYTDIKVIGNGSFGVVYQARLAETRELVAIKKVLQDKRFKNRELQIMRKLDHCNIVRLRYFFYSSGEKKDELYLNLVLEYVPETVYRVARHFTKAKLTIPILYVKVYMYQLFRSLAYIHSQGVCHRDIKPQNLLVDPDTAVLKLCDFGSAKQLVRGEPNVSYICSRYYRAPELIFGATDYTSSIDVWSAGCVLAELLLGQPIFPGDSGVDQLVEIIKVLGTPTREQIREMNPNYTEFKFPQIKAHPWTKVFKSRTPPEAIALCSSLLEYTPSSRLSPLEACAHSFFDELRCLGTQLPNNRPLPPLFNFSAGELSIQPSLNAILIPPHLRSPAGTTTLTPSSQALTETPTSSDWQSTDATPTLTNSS
Active calls of the source: *; nt = no result given. These rows are one share of the data, so the mix of outcomes need not match the whole.

SMILES | HSP90 inh | aSyn 5UTR inh | GSK3beta inhib | IEC-6 cytotox | HSF1 inhib | Dyrk1A ADPGlo | HSF-1 act | Platelet DG rel | KLF5 inhibitor | GSK3 alpha inh
COc1ccc(C(=O)NCCn2cc(SCC(=O)NCC3CCCO3)c3ccccc32)cc1 (stereo unspecified) | 29* | -26 | -3 | -4 | 0 | -2 | 38 | 2 | -2 | -1
CN(C(=O)CSC1=Nc2ccccc2C2=NC(c3ccccc3)C(=O)N12)C1CCCCC1 (stereo unspecified) | -3 | -23 | -1 | 5 | 20 | 6 | 22 | -11 | -54 | 1
COc1ccccc1/C=N/NC(=O)c1cc2c(ccc3ccccc32)o1 | 3 | -56 | 1 | 5 | 2 | 8 | 20 | -5 | -7 | -1
Cc1cc(Nc2ccc(Cl)cc2)n2ncnc2n1 | 6 | 37 | 3 | -8 | -5 | 0 | -8 | 2 | -26 | -2
O=C1CC(NS(=O)(=O)c2ccc(F)cc2)CN1c1ccc2c(c1)OCCO2 (stereo unspecified) | nt | 6 | 5 | nt | -1 | 1 | 0 | -3 | nt | -2
COC(=O)c1ccc(N2CCN(S(=O)(=O)c3ccc(C)cc3)CC2)c([N+](=O)[O-])c1 | 1 | -9 | 2 | -3 | 3 | -6 | 8 | 1 | 0 | -1
O=C(Nc1ccccc1C(=O)N/N=C/c1ccc(O)cc1)c1ccccc1 | 13 | -17 | -4 | 5 | 15 | nt | 30 | 124* | -33 | 9
COc1ccc(S(=O)(=O)N2CCCCCC2)cc1NC(=O)CC1OC(=O)c2ccccc21 (stereo unspecified) | nt | 18 | 1 | nt | 2 | 11 | 12 | 3 | nt | -1
COCCCN(C(=O)c1ccc(N2CCCC2=O)cc1)c1c(N)n(Cc2ccccc2)c(=O)[nH]c1=O | nt | 6 | -3 | nt | 0 | 15 | -9 | -1 | nt | 1
COc1ccc(CN(C(=O)Cn2nnc(-c3ccc(C)o3)n2)C(C(=O)NCC2CCCO2)c2ccco2)cc1 (stereo unspecified) | 1 | 14 | 1 | -8 | -8 | 3 | 0 | 1 | -1 | 2
Cc1nnsc1C(=O)N/N=C/c1ccccc1 | -3 | 13 | 1 | 6 | 6 | 7 | 15 | -7 | 14 | 5
Cc1cccc(C(=O)N2CCN(S(=O)(=O)N3CCCCC3)CC2)c1 | -2 | -8 | 0 | 0 | -5 | -6 | -5 | -9 | -20 | 0
COc1ccc(C(=O)NCCS(=O)(=O)NCc2ccc3c(c2)OCO3)cc1 | nt | 8 | 7 | nt | -6 | 12 | -8 | 13 | nt | -4
Cc1ccc(NC(=O)CSc2nccn2Cc2ccccc2)cc1C | 1 | -54 | -2 | -4 | 11 | 1 | 8 | 4 | -56 | 0
CCOc1ccccc1N(CC(=O)NCCc1ccc(OC)c(OC)c1)S(=O)(=O)c1ccccc1 | -3 | 26 | 0 | -3 | 5 | -5 | -7 | 3 | 0 | -1
Cc1ccc(NC(=O)Cn2nc(-c3ccccc3Cl)ccc2=O)c(Br)c1 | -1 | 3 | 0 | 0 | 0 | -3 | 16 | 14 | 1 | 3
CCOc1ccc(Nc2ccc(N3C(=O)CCC3=O)cc2[N+](=O)[O-])cc1 | -2 | 3 | 3 | -4 | 2 | 1 | 2 | 4 | -14 | 2
CC(C)NS(=O)(=O)c1ccc(CCC(=O)N2CCCC2)cc1 | -6 | -14 | -1 | -2 | 3 | -2 | -7 | 4 | -20 | -2
Cc1nnc(NC(=O)CSc2ccc(-c3ccc(Cl)cc3)nn2)s1 | -1 | -43 | -2 | -9 | 12 | nt | -1 | 6 | -40 | 1
CC(C)(C)c1ccc(C(=O)c2c[nH]c(C(=O)NCCCN3CCOCC3)c2)cc1 | 4 | -21 | 3 | 2 | 0 | -6 | -13 | 1 | 10 | -2
O=C(COc1ccc(F)cc1)N1CCC(c2ccccc2)C1 (stereo unspecified) | -4 | -134 | 1 | -6 | 19 | 0 | 28 | -4 | -90 | -2
CCC(Oc1ccc2ccccc2c1)C(=O)O (stereo unspecified) | -1 | nt | -3 | -3 | nt | 2 | nt | nt | -6 | -4
O=C(/C=C/c1ccccc1)c1ccc2c(c1)OCCCCO2 | 33* | -198 | -1 | 1 | 21 | 0 | 34 | 10 | -80 | -1
COc1ccc(/C=C/C(=O)c2cccc(-n3cnnn3)c2)cc1O | 5 | -10 | nt | -2 | 27 | -1 | 57* | 3 | -18 | -1
COC(=O)c1ccccc1NC(=S)NC(=O)c1cccc2ccccc12 | -1 | -1 | 1 | -9 | -4 | 0 | -6 | 0 | -16 | -3
COc1ccc(CCN(C)CC(O)COc2ccc(C(C)=O)cc2OC)cc1OC (stereo unspecified) | 0 | 21 | 1 | -2 | -4 | -5 | -22 | 0 | -8 | -3
CC(C)C(=O)Nc1ccc2c(c1)nc1n2CCSC1 | 2 | -40 | 4 | 0 | 0 | -2 | -12 | -2 | -60 | -3
O=C1CCCN1CC(=O)N1CCCC(Nc2cccc(F)c2)C1 (stereo unspecified) | -2 | 12 | 4 | -2 | -5 | 0 | 13 | -10 | -16 | -2
CCOCCCNC(=O)C1c2ccccc2Oc2ccccc21 | -3 | 5 | nt | 4 | -3 | -4 | -7 | 5 | -18 | -1
COc1ccc(CCNC(=O)c2nonc2N)cc1OC | 0 | -6 | 3 | -3 | -1 | nt | -1 | -5 | -18 | 1
Cc1cccc(NC(=O)CN2C(=O)S/C(=C\C(=O)Nc3ccc(Cl)cc3)C2=O)c1 | -2 | -25 | 3 | 0 | -2 | -7 | 1 | -12 | -3 | -4
O=C(NCc1ccncc1)C1CCCN(S(=O)(=O)c2ccc(Br)cc2)C1 (stereo unspecified) | 8 | 6 | -4 | 1 | -10 | 13 | -21 | 9 | 8 | 0
Cc1cc(NC(=O)CSc2nnc(-c3ccco3)n2Cc2ccco2)no1 | 3 | -11 | -12 | 3 | 3 | 1 | -17 | 0 | 10 | -2
O=C(NCc1cccnc1)c1ccccc1CCc1ccccc1 | 0 | -9 | -1 | 3 | 2 | 9 | -8 | 2 | 4 | -2
C/C(=N\NC(=O)Cc1ccc(F)cc1)c1ccc(F)cc1 | 1 | 21 | 0 | -2 | nt | -4 | nt | 8 | -11 | -2
Cc1cccc(OCc2nc3c4c(ncn3n2)-c2ccccc2CC42CCCC2)c1 | 0 | 27 | 1 | -4 | 5 | 6 | 41 | 0 | 8 | nt
Cc1ccc(/C=N/NC(=O)c2nnn(-c3nonc3N)c2CN(C)C)s1 | 1 | -24 | -1 | 1 | -3 | 6 | -7 | 1 | -8 | -1
O=C(NCCC1=CCCCC1)C1CCN(c2nc3ccccc3o2)CC1 | -2 | 8 | 2 | -2 | -11 | -6 | 3 | 6 | 12 | 0
O=C(NCc1ccccn1)C(=O)N/N=C/c1ccc2c(c1)OCO2 | -2 | 8 | -5 | 1 | -1 | -3 | -12 | 2 | -15 | -1
O=C(NNS(=O)(=O)c1ccc(Br)cc1)NC1CCCCC1 | -4 | 29 | 1 | 1 | -3 | -4 | 7 | -4 | 5 | 0
COc1ccc(Cl)cc1N1C(=NC(=O)C2CCCCC2)SC2CS(=O)(=O)CC21 (stereo unspecified) | -1 | 14 | -1 | -6 | 2 | 3 | 9 | -3 | -12 | 1
O=C(N1CCCCCC1)n1c(Cc2ccccc2)nc2ccccc21 | -3 | 29 | 0 | 0 | -2 | 11 | 0 | -5 | 14 | -21
Clc1ccccc1-c1nnc2sc(-c3ccncc3)nn12 | 3 | -18 | -5 | 6 | -8 | 13 | -15 | 9 | -56 | -2
O=C1CCCN1CN1CCCCC1 | -2 | -11 | 4 | 3 | -7 | -9 | -1 | 15 | -24 | -2
Cc1ccc(NC(=O)Nc2ccc3c(c2)OCO3)c(Br)c1 | 4 | -117 | -1 | 10 | 10 | 6 | 9 | -3 | -85 | 0
C=CCN(c1ccccc1Cl)S(=O)(=O)c1cccc(C(=O)NCCc2ccc(OC)cc2)c1 | 4 | 5 | -3 | 0 | 8 | -1 | 28 | 6 | -5 | 0
COc1cc2[nH]c(=O)c(C(=O)NCc3ccccc3Cl)c(O)c2cc1OC | 2 | -27 | -2 | -5 | -11 | 8 | 10 | 3 | -11 | 7
O=C(c1cc(-c2ccccc2)nc2ccccc12)N1CCCc2ccccc21 | 1 | 2 | 0 | 6 | -6 | -7 | 16 | 1 | -7 | 1
C[n+]1c(-c2ccccc2)sc([S-])c1-c1ccccc1 | nt | -1 | 2 | nt | -1 | nt | -14 | 1 | nt | -1
CC(=O)NC(c1ccc([N+](=O)[O-])cc1)c1c(O)ccc2ccccc12 (stereo unspecified) | 1 | -11 | 1 | -3 | 4 | 3 | 4 | 2 | -1 | 2
Clc1ccc(OCCn2cnc3ccccc32)c(Cl)c1 | 6 | -126 | -1 | 0 | 21 | 4 | 29 | 6 | -81 | 4
CCOC1(OCC)C(c2ccc(N)cc2)C(C#N)(C#N)C1(OCC)OCC (stereo unspecified) | -2 | 6 | 4 | 1 | -6 | 3 | 9 | 0 | -24 | -2
CCCN(CCC)S(=O)(=O)c1ccc(C(=O)NCc2ccc3c(c2)OCO3)cc1 | 1 | 12 | 0 | -3 | 5 | -1 | 3 | -5 | -31 | 0
COc1cccc(NC(=O)CN(C)C(=O)c2ccccc2OCC(=O)Nc2cccc(C(F)(F)F)c2)c1 | nt | 12 | -2 | nt | 7 | 4 | 3 | 4 | nt | -3
O=C(/C=C/c1ccc(F)cc1)c1cc(Br)ccc1O | 3 | -39 | 6 | -7 | 8 | -3 | 12 | 11 | -10 | -3
C=CCOc1c(Br)cc(C2C3=C(CCCC3=O)N(C)C3=C2C(=O)CCC3)cc1OCC | 2 | 26 | -5 | 2 | -1 | -1 | 12 | -2 | -22 | 8
Cc1ccc2nc(CSc3nnc(-c4ccco4)o3)cc(=O)n2c1 | -5 | -27 | 3 | -6 | 13 | 3 | 48 | 1 | 3 | 6
Cn1ccnc1C(OC(=O)c1ccc(Cl)cc1)C(F)(F)F (stereo unspecified) | -3 | 0 | 4 | -9 | -1 | -3 | -3 | 2 | -49 | -4
O=S(=O)(Nc1cccc(-c2nc3cccnc3s2)c1)c1ccc2c(c1)OCCO2 | -4 | -16 | 1 | 1 | -4 | -2 | 5 | 2 | 0 | 0
COc1ccc(NC(=O)c2cccc(N3C(=O)C4C5C=CC(C5)C4C3=O)c2)c(OC)c1 (stereo unspecified) | 6 | 6 | -1 | 6 | -4 | -4 | 11 | -9 | -5 | 1
O=S1(=O)CCO[C@H]2Cc3ccccc3[C@H]2N1Cc1cccc(C(F)(F)F)c1 | -7 | 27 | 2 | -1 | -7 | 3 | 9 | -2 | 3 | -3

Exported comma-delimited: two of the compounds above.
structure,HSP90 inh,aSyn 5UTR inh,GSK3beta inhib,IEC-6 cytotox,HSF1 inhib,Dyrk1A ADPGlo,HSF-1 act,Platelet DG rel,KLF5 inhibitor,GSK3 alpha inh
COc1ccc(NC(=O)c2cccc(N3C(=O)C4C5C=CC(C5)C4C3=O)c2)c(OC)c1 (stereo unspecified),6,6,-1,6,-4,-4,11,-9,-5,1
O=S1(=O)CCO[C@H]2Cc3ccccc3[C@H]2N1Cc1cccc(C(F)(F)F)c1,-7,27,2,-1,-7,3,9,-2,3,-3
